# Screening data from PubChem BioAssay.
# TLR9-MyD88 block: inhibitors of TLR9-MyD88 association in cells, primary screen, cell-based, CHO, BLA complementation, fluorescence; Toll-like receptor 9 (Homo sapiens) + Myeloid differentiation primary response protein …; CCF4 FRET ratio; inhibition, % at 4.98 µM; actives 0.21% (n = 340,000); AID 504734, 2011;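 active = inhibition above the mean over all tested compounds plus 3 SD, cut at about 21% in these data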;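 also: 0% = DMSO only wells and 100% = clavulanate BLA inhibitor control wells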
# Vif inh: HIV Vif self-association inhibitors, primary screen, imaging, HEK293T, single point; actives 0.35% (n = 340,000); inhibition, % at 7.49 µM; HEK293T cells, Vif self-association by quenched fluorescence, 24 h; in the data active = inhibition above about 50%, passing the limit was not always enough; inconclusive = no clear call, values can overlap the other calls; inactive = below about 31%; also: some results filed as inactive read as strong as hits
# NOD2-RIPK2 inh: NOD2-RIPK2 binding disruptors in cells, primary screen, fluorescence, CHO cells, BLA complementation; inhibition, % at 4.98 µM; CCF4 ratio; AID 624267, 2012; actives 0.38% (n = 360,000); Receptor-interacting serine/threonine-protein kinase 2 (Homo sapiens), O43353; in the data active = inhibition above about 21%;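 also: 0% = vehicle only and 100% = reference blocker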
# N-glyco inh: increase of ERlucT glycosylation luciferase signal, primary screen, N-linked glycosylation inhibitor project, D54 ERlucT cells, luminescence, set 2; D54 ERlucT glycosylation luciferase reporter, 24 h; percent of 100 nM tunicamycin response; reporter increase, % at 12.5 µM; actives 0.23% (n = 360,000); AID 588692, 2011;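 active = mean luciferase reporter signal, scaled so untreated is 0 and the glycosylation-blocking control 100, at or above a set limit in every replicate; inconclusive = mean reaches the limit but not every replicate does; inactive = mean below the limit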;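 also: luciferase carries N-glycosylation sites so blocking glycosylation raises the light; 0% = median of neutral control wells and 100% = median of 100 nM tunicamycin wells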
# ABCB6 inh 2: ABCB6 transporter inhibitors, primary screen, K562-ABCB6 cells, flow cytometry, MLPCN library | ATP-binding cassette sub-family B member 6 (Homo sapiens), Q9NP58 | K562-ABCB6 porphyrin accumulation, 1 h; stronger effect = lower value | fluorescence ratio to DMSO, % at 10 µM | actives 0.19% (n = 360,000) | AID 602162, 2011;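 active = fluorescence ratio to DMSO below 75%, the collection mean minus 3 SD; inconclusive = too few cells collected in the well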;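 also: signal is porphyrin accumulated inside mitochondria; 100% equals median channel fluorescence of DMSO control wells; lower ratio means ABCB6 inhibition with less porphyrin fluorescence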
# Target sequence (Q9NP58 whole entry, looked up): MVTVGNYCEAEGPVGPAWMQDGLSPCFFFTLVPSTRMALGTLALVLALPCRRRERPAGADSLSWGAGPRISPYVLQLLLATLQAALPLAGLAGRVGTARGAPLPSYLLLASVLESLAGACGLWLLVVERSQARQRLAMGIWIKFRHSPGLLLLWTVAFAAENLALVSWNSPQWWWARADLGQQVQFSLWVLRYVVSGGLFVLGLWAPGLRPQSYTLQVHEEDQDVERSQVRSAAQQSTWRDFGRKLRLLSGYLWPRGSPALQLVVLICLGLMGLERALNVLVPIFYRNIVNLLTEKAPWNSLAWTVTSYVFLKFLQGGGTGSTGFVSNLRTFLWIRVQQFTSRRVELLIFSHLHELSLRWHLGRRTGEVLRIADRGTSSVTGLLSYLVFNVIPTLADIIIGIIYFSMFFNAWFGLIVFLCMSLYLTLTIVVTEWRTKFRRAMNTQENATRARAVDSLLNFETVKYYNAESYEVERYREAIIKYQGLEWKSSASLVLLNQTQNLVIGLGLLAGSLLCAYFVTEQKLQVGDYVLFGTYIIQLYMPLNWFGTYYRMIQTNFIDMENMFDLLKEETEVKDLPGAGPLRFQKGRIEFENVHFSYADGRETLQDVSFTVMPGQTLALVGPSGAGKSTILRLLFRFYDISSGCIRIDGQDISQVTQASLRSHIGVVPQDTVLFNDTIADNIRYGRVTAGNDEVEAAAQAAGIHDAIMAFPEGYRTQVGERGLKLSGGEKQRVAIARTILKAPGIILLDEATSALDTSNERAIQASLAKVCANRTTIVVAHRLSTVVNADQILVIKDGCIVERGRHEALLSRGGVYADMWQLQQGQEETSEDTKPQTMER
# aDG glyco act: activators of alpha-DG glycosylation, primary screen, uHTS, Pro5-aDG cells, AlphaScreen | alpha-DG glycosylation AlphaScreen (IIH6); 0% Pro5, 100% B10-LARGE cell signal | activation, % at 10 µM | actives 0.22% (n = 360,000) | AID 624168, 2012;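 active = activation of at least 8% versus controls, or a plate z-score of at least 8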;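 also: Pro5 are CHO cells carrying HIG-tagged alpha-DG that lacks glycosylation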
# MC4R ag barr: MC4R agonists recruiting beta-arrestin, primary screen, cell-based, luminescence, agonist arm of biased-ligand search; U2OS MC4R beta-arrestin complementation; percent of melanotan II response, DMSO zero; actives 0.98% (n = 360,000); activation, % at 8.9 µM; Melanocortin receptor 4 (Homo sapiens), P32245;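 active = activation above a per-plate cutoff, the mean activation of sample wells on that plate plus 3 SD, cut at about 8% in these data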
# Exocytosis inh: LAMP-1 surface exposure blockers, TALL-104 cells – cell-based, flow cytometry, MLPCN library, primary screen. TALL-104 LAMP-1 surface exposure; cells stimulated with thapsigargin and PMA. inhibition, % at 10 µM. actives 0.66% (n = 360,000);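 active = inhibition above about 55%, limit read from the data; inconclusive = no clear call, values can overlap the other calls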
# ABHD5 PLIN5 PPI: ABHD5-PLIN5 interaction inhibitors, primary screen, cell lysate, split luciferase complementation, luminescence; Perilipin-5 (Homo sapiens) + 1-acylglycerol-3-phosphate O-acyltransferase ABHD5 (Homo …; AID 602281, 2012; actives 0.78% (n = 360,000); Split G. princeps luciferase complementation, 4 h; inhibition, % at 4 µM;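 active = inhibition above the mean inhibition across every tested compound plus 3 SD, cut at about 22% in these data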;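 also: 0% = DMSO only wells and the 100% control is not disclosed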
# MC4R antag cAMP: MC4R antagonists of cAMP signaling, primary screen, cell-based, TR-FRET, antagonist arm of biased-ligand search. Melanocortin receptor 4 (Homo sapiens), P32245. MC4R-expressing cells, MTII-stimulated cAMP, LANCE TR-FRET. inhibition, % at 6.5 µM. actives 0.48% (n = 360,000);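 active = inhibition above its plate's cutoff, the mean of tested wells on that plate plus 3 SD, cut at about 29% in these data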;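 also: 0% = Melanotan II alone and 100% = Melanotan II plus saturating MCL0020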
#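 Material: human MC4R-expressing U2OS cells. Probe or stimulus: Melanotan II challenge. Dosing: 6.5 µM single dose. Times: 30-min compound, 1-h challenge, 1-h detection, room temperature. Technique: TR-FRET with Eu-cAMP and labeled anti-cAMP, 671 nm. Replication: singlicate.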
# An asterisk follows results filed as active; ? = inconclusive; / = no result given. Only part of the results is shown; count on the stated rates, not on these rows.
item	SMILES	TLR9-MyD88 block	Vif inh	NOD2-RIPK2 inh	N-glyco inh	ABCB6 inh 2	aDG glyco act	MC4R ag barr	Exocytosis inh	ABHD5 PLIN5 PPI	MC4R antag cAMP
1	Cc1cccc(NC(=O)CNC(=O)COC(=O)c2ccc(C(C)(C)C)cc2)c1C	-11.4	-4.1	1.2	-0.8	99.0	-0.2	6.7	-6.5	-2.9	8.8
2	CC(C)c1ccc(OCC(=O)N2CCN(C(=O)c3ccco3)CC2)cc1	-17.8	8.1	2.9	0.3	93.0	0.2	-3.2	1.6	5.6	3.9
3	Cc1ccc2nc(COC(=O)c3ccc(Cl)nc3)cc(=O)n2c1	6.7	26.1	-1.2	-0.1	104.0	0.0	0.2	-20.2	5.4	4.3
4	O=C(CC[C@H]1O[C@@H](n2ccc(=O)[nH]c2=O)[C@H](O)[C@@H]1O)NCc1ccccc1	/	-10.8	-0.5	1.7	101.0	-0.2	/	-1.6	3.2	/
5	CCOC(=O)C1CCN(C(=O)CSCCSCC(=O)N2CCC(C(=O)OCC)CC2)CC1	-0.3	-9.5	-0.9	0.6	108.0	0.1	-2.7	-0.8	-6.4	-4.7
6	C/C(=N\NC(=O)c1cc(C(C)C)[nH]n1)c1ccncc1	0.4	5.9	-7.4	1.3	94.0	-0.2	-0.2	-6.7	-14.6	4.9
7	Cn1c(C(=O)NCCCN2CCN(c3cccc(Cl)c3)CC2)cc2c(=O)n(C)c3ccccc3c21	-3.8	10.3	-13.8	2.0	101.0	0.3	3.9	22.5	17.8	-5.1
8	COc1ccc(CCNC(=O)CSc2nnc(NC(C)=O)s2)cc1OC	9.3	8.5	-0.4	0.3	96.0	-0.1	0.1	-8.6	4.6	-1.7
9	CN1c2ccc(Cl)cc2C(=O)NC1c1ccc([N+](=O)[O-])s1 (stereo unspecified)	-0.6	-2.3	-5.8	-3.0	100.0	0.4	-1.4	2.8	-2.8	9.6
10	O=C(NCc1cccnc1)C1c2ccccc2C(=O)N1C1CCCC1 (stereo unspecified)	9.2	1.7	-7.5	-0.5	110.0	-0.1	0.9	-1.9	-1.1	0.5
11	CC(=O)c1cccc(NC(=O)C(OC(=O)/C=C/c2ccc3c(c2)OCO3)c2ccccc2)c1 (stereo unspecified)	-8.5	3.6	6.3	0.1	96.0	-0.3	-0.2	6.8	1.0	-7.5
12	C=CC(=O)NC1CC2CCC1(C)C2(C)C (stereo unspecified)	-3.5	1.9	-7.6	-0.5	103.0	0.0	1.8	3.9	-7.0	6.6
13	C=CC(=O)Nc1ccc(CN2C(=O)N(c3c(Cl)c(OC)cc(OC)c3Cl)Cc3cnc(NCCCCN(CC)CC)nc32)cc1	-10.5	-0.3	-10.1	9.2	94.0	-0.5	-0.8	45.1	12.6	6.5
14	COC(=O)c1cc2c(N)c(C(=O)c3ccc(Cl)cc3)sc2nc1C(OC)OC	-1.1	-10.1	11.9	-4.6	99.0	0.3	0.0	5.9	-8.2	-6.2
15	Cc1ccc(C(=O)c2cc(C)sc2N)cc1	-4.0	-2.1	0.1	0.6	100.0	-0.1	-3.1	1.6	-10.3	0.4
16	Cc1ccccc1C(=O)N1CCC(C(=O)NC2CCCCC2)CC1	-5.1	-43.8	-13.1	-0.3	93.0	-0.1	0.4	0.7	10.6	9.9
17	C/C(=N\NS(=O)(=O)c1ccc(C)cc1)c1ccc(C)o1	-6.6	2.1	-5.3	0.5	102.0	0.1	-0.3	-0.6	3.3	3.4
18	NC1=NC(=O)C(c2ccccc2)C(=O)N1 (stereo unspecified)	0.2	4.7	-3.5	0.0	95.0	0.0	-1.3	-6.2	-0.1	5.7
19	O=C1OCCC1=COCCCCOC=C1CCOC1=O	5.0	-11.1	2.3	2.5	98.0	0.0	0.2	-0.2	-4.2	1.7
20	CC1=C(C(=O)O)N2C(=O)C(NC(=O)c3ccc(F)cc3)C2SC1 (stereo unspecified)	-6.5	10.3	-12.4	1.3	92.0	0.1	-1.9	-10.8	-3.2	-0.3
21	COc1ccc2ccccc2c1CNCc1ccccn1	2.2	-11.0	-4.6	-1.6	89.0	0.0	-1.1	-1.3	5.0	3.1
22	CCOC(=O)c1cnn(-c2ccccc2)c1NC(=O)C(F)(F)C(F)(F)C(F)(F)F	-1.3	-3.9	0.2	0.8	98.0	-0.1	-1.3	3.9	2.1	4.3
23	Cc1c(NC(=O)c2cc(C(C)C)on2)c(=O)n(-c2ccccc2)n1C	3.3	7.9	1.4	0.3	99.0	0.1	-0.5	-0.2	-1.3	4.5
24	O=C(c1ccc2c(c1)OCO2)C1CCCN(C(=O)NCc2ccccc2)C1 (stereo unspecified)	8.4	1.0	-6.5	0.5	97.0	0.0	-3.1	-0.4	3.5	15.0
25	CCOC(=O)c1ccc(NC(=O)CSc2nc(C)nc3c2c(=O)n(C)c(=O)n3C)cc1	-24.4	3.7	-5.1	1.4	99.0	-0.1	2.1	17.4	-6.4	4.8

# Results in ABHD5 PLIN5 PPI, Exocytosis inh and TLR9-MyD88 block (2 entries from above):
no.	Structure	ABHD5 PLIN5 PPI	Exocytosis inh	TLR9-MyD88 block
10	O=C(NCc1cccnc1)C1c2ccccc2C(=O)N1C1CCCC1 (stereo unspecified)	-1.1	-1.9	9.2
3	Cc1ccc2nc(COC(=O)c3ccc(Cl)nc3)cc(=O)n2c1	5.4	-20.2	6.7

# Remaining list, next part.
item	SMILES	TLR9-MyD88 block	Vif inh	NOD2-RIPK2 inh	N-glyco inh	ABCB6 inh 2	aDG glyco act	MC4R ag barr	Exocytosis inh	ABHD5 PLIN5 PPI	MC4R antag cAMP
26	Cc1ccc2[nH]c(-c3cccc(F)c3)cc(=O)c2c1	2.6	/	7.3	18.7	104.0	-0.4	-0.5	-2.1	0.5	-16.3
27	CCCCCNS(=O)(=O)c1cc(C)ccc1OC	-2.0	-1.0	1.9	3.2	99.0	0.1	1.3	-4.5	0.6	6.7
28	CC(C)OCc1c(C(=O)Nc2nccs2)oc2ccccc12	5.5	0.4	-11.4	1.1	98.0	0.2	0.7	0.5	-0.9	6.6
29	Cc1ccc(-c2nc3ccc(Cl)cn3c2CC(C)(C)C)cc1	3.7	6.4	-1.5	-0.7	99.0	0.4	3.0	-1.4	3.2	9.4
30	CC1Cc2ccccc2N1C(=O)CNc1cccc(S(=O)(=O)N2CCCC2)c1 (stereo unspecified)	-4.2	19.8	-5.9	-1.3	?	-0.2	-0.7	1.2	-4.4	2.3
31	O=C(CCC1CCCN(C(=O)C2=CCCC2)C1)N1CCN(c2ccccn2)CC1 (stereo unspecified)	-23.0	-13.8	-20.3	-1.9	100.0	0.4	0.9	1.0	1.8	10.5
32	Oc1ccccc1CNn1cnnc1	-5.4	-13.4	0.9	-0.1	107.0	0.1	-1.1	1.8	1.1	9.6
33	Cc1c(C(=O)N2CCN(S(=O)(=O)c3ccccc3F)CC2)oc2c(Cl)cccc12	-3.6	2.8	-14.4	-2.4	97.0	0.1	0.8	1.1	12.6	14.2
34	Cn1nnnc1SCC(=O)NNC(=O)c1ccc(Cl)cc1	-2.5	3.4	-8.7	0.3	102.0	0.8	2.9	-12.6	0.1	6.0
35	COc1ccc(Cl)c(Cn2c(NCC(C)O)nc3c2c(=O)n(C)c(=O)n3C)c1 (stereo unspecified)	0.2	-17.2	-2.2	0.2	103.0	0.1	-0.3	-4.7	1.0	7.9
36	Cc1ccc(S(=O)(=O)NCCC(=O)N2CCN(S(=O)(=O)c3ccccc3)CC2)cc1C	-8.6	-6.0	-9.1	-3.4	93.0	0.3	-2.4	5.5	-5.7	9.4
37	COc1ccc(CNS(=O)(=O)c2csc(C(N)=O)c2)cc1OC	-3.4	1.9	-8.1	1.4	96.0	0.0	-2.6	5.7	1.9	7.8
38	O=C(NC(=S)Nc1ccc(N2CCCCC2)cc1)c1ccco1	-5.0	-11.9	2.1	-5.9	108.0	-0.5	-0.9	-1.9	1.9	14.3
39	O=C(O)c1ccccc1Nc1ccc([N+](=O)[O-])cc1	13.4	3.4	17.4	-8.7	97.0	-0.1	2.1	-3.0	-6.8	4.6
40	Cc1cc(C(=O)COC(=O)c2ccccc2O)c(C)n1CC1CCCO1 (stereo unspecified)	3.9	-18.6	-11.1	-24.5	98.0	0.6	-1.0	-2.5	-0.8	1.1
41	Cc1csc(NC(=O)C2COc3ccccc3O2)n1 (stereo unspecified)	-3.8	/	-11.6	-18.0	103.0	0.1	0.1	0.7	0.0	5.4
42	O=C1CC(C(=O)N2CCc3ccccc32)CN1c1ccc(F)cc1 (stereo unspecified)	0.0	-4.6	5.4	0.9	89.0	0.0	-0.1	10.4	11.5	6.2
43	CCCCNC(=O)CCCCCn1c(=O)[nH]c2cc(OC)c(OC)cc2c1=O	-7.5	-1.6	1.5	1.1	96.0	-0.2	-2.2	2.0	0.9	-0.7

# An excerpt from above in order of their number in MC4R ag barr, falling:
item	SMILES	TLR9-MyD88 block	Vif inh	NOD2-RIPK2 inh	N-glyco inh	ABCB6 inh 2	aDG glyco act	MC4R ag barr	Exocytosis inh	ABHD5 PLIN5 PPI	MC4R antag cAMP
29	Cc1ccc(-c2nc3ccc(Cl)cn3c2CC(C)(C)C)cc1	3.7	6.4	-1.5	-0.7	99.0	0.4	3.0	-1.4	3.2	9.4
39	O=C(O)c1ccccc1Nc1ccc([N+](=O)[O-])cc1	13.4	3.4	17.4	-8.7	97.0	-0.1	2.1	-3.0	-6.8	4.6
41	Cc1csc(NC(=O)C2COc3ccccc3O2)n1 (stereo unspecified)	-3.8	/	-11.6	-18.0	103.0	0.1	0.1	0.7	0.0	5.4
32	Oc1ccccc1CNn1cnnc1	-5.4	-13.4	0.9	-0.1	107.0	0.1	-1.1	1.8	1.1	9.6
